Bioassay records (PubChem BioAssay)
KKLEB tox = counter-screen for CF NF-kB inhibitors: cytotoxicity | KKLEB CF airway cells viability, ATPlite luminescence, overnight; hits give low values; cells stimulated with P. aeruginosa culture filtrate | activity change (cytotoxicity), % at 5 µM | 0.36% of 360,000 active | AID 602141;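 active means corrected activity change at or below -50% at 5 µM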
CF NFkB block = inhibitors of cystic fibrosis induced NF-kB | KKLEB NF-kB-GFP reporter, PAF-induced, GFP fluorescence overnight | inhibition, % at 5 µM | 0.86% of 360,000 active;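 active means at least 50% inhibition at 5 µM, scaled per plate between neutral and stimulator controls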;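 further: PAF is a Pseudomonas aeruginosa culture filtrate used as stimulus; plate controls were PAF-stimulated DMSO wells for no effect and unstimulated DMSO wells for full effect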
SRC3 inh = inhibits human SRC3 coactivator; Q9Y6Q9; HEK293 GAL4-SRC3 luciferase reporter, luminescence; inhibition, % at 3.6 µM; 0.17% of 360,000 active; AID 588352;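 active means inhibition above a per-campaign cutoff, the mean of all compounds plus 3 SD, cut at about 60% in these data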;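 further: 0% = DMSO-treated cells and 100% = gossypol-treated cells at 36 µM; higher means less SRC3-driven luciferase light from the GAL4 reporter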
TWEAK Fn14 block = TWEAK-Fn14 signaling inhibition. TWEAK-stimulated Fn14 reporter cells, luciferase luminescence, 8 h. inhibition, % at 10 µM. 2% of 360,000 active. AID 1159606; in the data active means inhibition above about 50%
LMP1 NFkB inh = Epstein-Barr LMP1 NF-kappaB reporter inhibition; LMP1-induced NF-kappaB luciferase reporter cells, luminescence; inhibition, % at 12.5 µM; 0.69% of 350,000 active; AID 504558; in the data active means inhibition above about 41%;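 further: 0% = neutral control wells and 100% = reference inhibitor control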
TROY NFkB inh = blocks TROY-dependent signaling in reporter cells; Q293 LMP1-TROYcd NF-kB luciferase reporter, 4 h; 0.98% of 360,000 active; AID 1347056; inhibition, % at 10 µM;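 active means compounds whose plate-normalised and pattern-corrected inhibition of the luciferase reporter signal at the single screening dose is 50% or more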
COUP-TFII inh = inhibitors of human COUP-TFII (NR2F2); HEK293T NGFI-A luciferase reporter, luminescence; 0.7% of 370,000 active; P24468; inhibition, % at 8.6 µM;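 active means inhibition above a per-plate cutoff, mean inhibition of test wells between control levels plus 3 SD, cut at about 38% in these data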;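 further: cells cotransfected with COUP-TFII expression vector driving the NGFI-A reporter; 0% = median of COUP-TF2 test wells and 100% = reporter-only cells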
Target sequence (P24468 whole entry, looked up): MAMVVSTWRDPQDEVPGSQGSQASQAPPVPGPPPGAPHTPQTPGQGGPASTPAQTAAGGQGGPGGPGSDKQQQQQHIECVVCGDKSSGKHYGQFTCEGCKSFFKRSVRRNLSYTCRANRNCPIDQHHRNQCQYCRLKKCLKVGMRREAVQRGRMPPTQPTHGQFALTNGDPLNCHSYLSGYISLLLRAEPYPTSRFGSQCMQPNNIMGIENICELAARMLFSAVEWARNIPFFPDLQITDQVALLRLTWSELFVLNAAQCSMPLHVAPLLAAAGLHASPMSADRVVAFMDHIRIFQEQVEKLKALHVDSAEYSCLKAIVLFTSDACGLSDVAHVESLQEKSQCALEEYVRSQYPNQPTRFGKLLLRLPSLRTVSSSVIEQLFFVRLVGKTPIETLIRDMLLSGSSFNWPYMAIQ
LRH-1 inv ag = suppresses constitutive activity of human LRH-1 | HEK293T StAR-luciferase reporter, LRH-1 transfected, 24 h | inhibition, % at 3.6 µM | O00482 | 0.13% of 360,000 active;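 active means inhibition above the mean inhibition of all tested compounds plus 3 SD, cut at about 73% in these data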;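 further: 0% = DMSO wells and 100% = reporter-only cells lacking LRH-1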
Target sequence (O00482 whole entry, looked up): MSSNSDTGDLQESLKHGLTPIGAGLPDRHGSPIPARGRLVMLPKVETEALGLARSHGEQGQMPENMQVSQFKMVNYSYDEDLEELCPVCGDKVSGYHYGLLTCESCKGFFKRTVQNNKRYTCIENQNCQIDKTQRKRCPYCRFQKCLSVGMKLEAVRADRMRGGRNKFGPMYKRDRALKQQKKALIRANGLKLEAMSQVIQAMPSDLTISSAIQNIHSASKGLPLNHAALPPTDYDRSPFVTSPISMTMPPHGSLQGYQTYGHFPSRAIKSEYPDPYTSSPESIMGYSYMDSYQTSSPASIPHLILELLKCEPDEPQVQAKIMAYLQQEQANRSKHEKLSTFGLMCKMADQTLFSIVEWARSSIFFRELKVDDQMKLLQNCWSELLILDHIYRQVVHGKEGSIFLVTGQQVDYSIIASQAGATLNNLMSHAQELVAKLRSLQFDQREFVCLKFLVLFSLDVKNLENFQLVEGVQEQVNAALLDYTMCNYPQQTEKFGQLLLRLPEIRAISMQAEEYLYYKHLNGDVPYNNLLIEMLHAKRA
TRAIL sens C8 = sensitizes caspase-8 expressing cells to TRAIL. inhibition (viability loss, TRAIL sensitization), % at 10 µM. NB7+C8 cells + TRAIL, ATPlite viability luminescence. 1% of 360,000 active;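 active means compounds causing at least 50% loss of cell viability in the single-dose screen, relative to plate controls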
SRC1 inh = human NCOA1 inhibition | 0.12% of 360,000 active | HEK293 GAL4-SRC1 luciferase reporter, luminescence | inhibition, % at 3.6 µM | Q15788;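 active means inhibition above the campaign mean plus 3 SD, with each screening campaign given its own cutoff, cut at about 60% in these data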;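 further: 0% = DMSO treated cells and 100% = gossypol at 36 µM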
NCOA2 inhibitor = inhibits human steroid receptor coactivator 2; HEK293 GAL4-SRC2 luciferase reporter, luminescence; inhibition, % at 9 µM; 0.17% of 370,000 active;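 active means inhibition above the mean inhibition of all tested compounds plus 3 SD, set per campaign, cut at about 52% in these data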;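 further: 0% = DMSO treated cells and 100% = cells given Gossypol at 36 µM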
* = called active by the depositor; . = no result given.

SMILES	KKLEB tox	CF NFkB block	SRC3 inh	TWEAK Fn14 block	LMP1 NFkB inh	TROY NFkB inh	COUP-TFII inh	LRH-1 inv ag	TRAIL sens C8	SRC1 inh	NCOA2 inhibitor
C/C=C(/C)C(=O)Nc1cccc(C2=NOC3(C2)C[C@H](C(N)=O)N(C(=O)c2ccccc2)C3)c1 (stereo partly drawn)	9	-20	13	-19	4	9	1	-11	0	0	-1
O=C(O)CSc1nc2ccccc2[nH]1	0	-6	3	5	5	14	12	-2	-6	11	-8
COc1ccc(S(=O)(=O)N(C)C(C)CCc2ccco2)cc1 (stereo not drawn)	-4	5	-1	-1	.	6	25	-2	-8	-7	8
Cc1cc(F)ccc1S(=O)(=O)Nc1ccccc1C(=O)N1CCCC1	-12	10	-1	12	-8	-9	12	-17	-5	-12	-4
O=C1CC(N2CCC(c3nc4ccccc4[nH]3)CC2)C(=O)N1Cc1ccccc1 (stereo not drawn)	-2	7	18	-1	-2	17	3	9	7	4	-2
CCOC(=O)CSC1=N/C(=C\c2cccnc2)C(=O)N1c1ccc(OC)cc1	7	35	22	-11	56*	7	-8	-2	0	-2	-32
CCOC(=O)c1c(C)[nH]c(C)c1C(=O)CSc1nnc(-c2ccncc2)n1C	0	-13	11	9	-4	18	5	5	-9	-8	-4
Cc1ccc(Cn2nnc3c(=O)[nH]c(C4CCCN(S(=O)(=O)c5ccc(F)cc5)C4)nc32)cc1 (stereo not drawn)	3	8	-4	46	2	-15	11	6	-10	-4	-23
CC(=O)Nc1ccc(NC(=O)C(Sc2ccccc2)c2ccccc2)cc1 (stereo not drawn)	-8	-5	12	7	-13	-17	6	-1	2	-16	2
O=C(COC(=O)C1(c2ccc(F)cc2)CCCC1)N1CCN(C(=O)c2ccco2)CC1	-7	7	-3	5	-3	0	-6	-4	4	-2	-4
CCCCNC(=O)c1ccc(CNS(=O)(=O)c2ccc(Br)cc2)cc1	-35	21	6	5	-7	3	-22	-24	0	17	-3
CCNC(=O)NC(=O)C(C)OC(=O)C1CCN(S(=O)(=O)c2ccccc2F)CC1 (stereo not drawn)	-3	-12	18	-2	-4	1	17	-23	-7	-19	10
O=C(c1ccc(Oc2ccc([N+](=O)[O-])cc2)cc1)N1CCCCCC1	-9	13	6	18	-10	4	47*	1	20	15	8
CC(C)N1CC(O)=C(c2ccccc2)C1=N	-10	-4	12	0	-2	0	-26	-24	14	5	3
Cc1cc(NC(=O)COC(=O)[C@@H](NS(=O)(=O)c2ccccc2)C(C)C)no1	1	6	18	3	4	4	-4	-7	-14	1	11
Cc1ccc(C(=O)N2c3ccccc3NC(=O)C2C)cc1 (stereo not drawn)	-7	-1	-6	11	7	8	7	-7	-6	-18	-32
CCCCN(C)C(=O)c1cn(CC)c2ccc(S(=O)(=O)N(C)C)cc2c1=O	6	-22	12	8	-1	-3	-9	5	-5	-3	21
Cc1cccc(C)c1NC(=O)C1(N(Cc2ccco2)C(=O)CC2NC(=O)NC2=O)CCCCC1 (stereo not drawn)	2	-7	17	-6	5	14	11	-8	6	2	26
COc1ccc(Br)c(C(=O)Nc2ccc(F)cc2)c1	11	-1	14	4	1	-9	-8	-3	-1	-8	-20
COc1ccccc1CNC(=O)C1(c2ccc(Cl)cc2)CC1	7	-5	9	-1	1	8	-4	-9	3	1	0
CN(C)c1ccc(C=NN2C(=O)CSC2=S)c(Cl)c1	3	-10	-2	-9	4	-5	-11	-11	2	5	22
CCOc1ccc(NC(=O)CN(C)C(=O)C2CCN(C(=O)Nc3ccccc3)CC2)cc1OCC	-11	29	-6	-2	-5	-5	-4	-19	2	6	22
COc1ccc(OC)c(NC(=O)NCCN2CCN(c3ccccc3)CC2)c1	5	0	8	-8	1	12	14	-9	1	-19	-47
O=C(CSc1ccccc1C(=O)O)c1ccccc1	12	-1	14	-4	-7	-41	-28	-12	-10	6	-4
CCN(CC)S(=O)(=O)c1ccc(C)c(NC(=O)CNCCN(C(C)C)C(C)C)c1	7	-8	15	2	-2	-18	-1	-16	-8	-7	10
SMILES	KKLEB tox	CF NFkB block	SRC3 inh	TWEAK Fn14 block	LMP1 NFkB inh	TROY NFkB inh	COUP-TFII inh	LRH-1 inv ag	TRAIL sens C8	SRC1 inh	NCOA2 inhibitor
Cc1ccc(S(=O)(=O)N2CCC(C(=O)N[C@@H](C)C(=O)NCc3ccccc3)CC2)cc1	-1	11	9	7	-2	-6	7	-5	-15	16	8
O=C(Nc1ccc(-n2cccn2)cc1)C1CCN(Cc2ccsc2)CC1	2	10	15	14	-2	-27	5	19	18	5	-3
CC(=O)c1sc(Nc2cccc3ccccc23)nc1C	12	-44	18	-2	-19	-56	-41	-6	2	15	13
Cc1ccc(Cn2nnc3c(=O)n(Cc4cccc(C)c4)cnc32)cc1	10	-11	14	15	2	6	7	0	6	4	0
CCN(c1ccccc1)S(=O)(=O)c1ccc(C(=O)Oc2ccc(C(C)=O)cc2)cc1	16	-18	13	15	3	37	4	9	-1	0	7
O=C(OCC(=O)N1CCc2ccccc2C1)c1ccc(N2CCOCC2)c([N+](=O)[O-])c1	8	-7	-7	3	2	2	-7	28	-6	4	6
CN(C)c1cccc(-c2csc(N3CCC(C(N)=O)CC3)n2)c1	8	-4	-91	-32	-17	-60	-43	-124	10	-114	-19
CSCCC(NC(=O)c1cccc(C)c1)C(=O)OCN1C(=O)c2ccccc2C1=O (stereo not drawn)	11	-18	-2	-7	-6	-25	12	23	-17	23	-25
C=CCc1cccc2cc(C(=O)OCC(=O)c3ccccc3)c(=O)oc12	8	-22	-12	-29	6	-32	10	11	-8	12	-14
NC(=O)c1cc(S(=O)(=O)Nc2cccc(F)c2)co1	-9	5	-11	-8	7	7	6	10	8	-11	1
CC(=O)Nc1ccc(N(C(=O)CNC(=O)c2cccs2)C(C(=O)NC(C)(C)C)c2ccccc2)cc1 (stereo not drawn)	0	4	-2	-6	0	-13	0	-4	-25	-17	-5
Cc1nc2cc(NC(=O)N(C)c3ccc4ccccc4c3)ccc2o1	-2	-1	12	9	5	19	-2	15	-5	-10	-16
N#CCCN(C(=O)COC(=O)c1n[nH]c2ccccc12)c1ccccc1	2	-14	15	2	-3	13	12	-23	-16	-1	5
CSc1ncnc2c1ncn2CCCN1CCN(C(=O)C2CC2)CC1	4	-10	-22	-14	-3	-2	-16	19	6	2	-36
Cn1nc(C(F)(F)F)c2cc(NC(=O)OCc3ccc(C(C)(C)C)cc3)sc21	-4	10	8	7	1	34	-14	17	-30	-3	14
CCOC(=O)N1CCN(C(=O)/C(=C/c2cccs2)NC(=O)c2cccs2)CC1	2	8	0	17	-3	-8	13	-4	-10	-6	-16
CCCCOC(=O)CSc1nnc(N)s1	-6	4	0	0	0	-6	14	-5	1	-15	-2
CCCC(C(=O)NC1CCCC1)N(C(=O)c1snc(C(N)=O)c1N)c1ccc(F)cc1 (stereo not drawn)	-8	0	7	-7	-2	8	-9	5	-1	-10	-18
Cc1cc(OC(=O)c2ccc(S(=O)(=O)N3CCCC3)cc2)c([N+](=O)[O-])c(=O)[nH]1	-2	7	30	5	5	-6	-11	2	7	-2	-6
O=C(CC1OC(=O)c2ccccc21)Nc1cc(S(=O)(=O)N2CCOCC2)ccc1OCC(F)(F)F (stereo not drawn)	-22	-1	-2	0	-3	9	7	4	4	2	-8
CCOc1ccc(CCN2C(=S)N([C@@H](CC(C)C)CN3CCC[C@@H]3CN3C(=S)NC[C@@H]3Cc3ccc(O)cc3)C[C@@H]2Cc2ccc(O)cc2)cc1	-14	41	-4	-1	.	-13	2	-12	-5	8	-2
O=C(CCc1ccccc1)Nc1ccc2ccccc2n1	1	-5	-76	1	-2	-33	-36	-136	6	-104	-60
CC1(C)Cc2ccccc2C(N/N=C/c2ccc(Cl)cc2)=N1	-8	-5	0	-9	4	23	7	28	1	-19	-5
O=C(COC(=O)C1CCN(c2ccc(C(F)(F)F)cn2)CC1)NCc1ccccc1	-1	6	2	-12	-6	7	1	-27	-7	-3	15
Cc1ccc(NC(=S)N2CCCCCC2)cc1	-3	-5	-22	-21	3	15	-27	-40	30	-42	-30
SMILES	KKLEB tox	CF NFkB block	SRC3 inh	TWEAK Fn14 block	LMP1 NFkB inh	TROY NFkB inh	COUP-TFII inh	LRH-1 inv ag	TRAIL sens C8	SRC1 inh	NCOA2 inhibitor
Cc1cc(O)c(/C=N/Nc2ccc(Cl)cc2)c(=O)o1	6	-1	-25	-9	-20	5	-5	11	-1	1	-16
CC(C)(C)n1nc2c(c1NC(=O)COc1ccccc1F)CS(=O)(=O)C2	-1	5	0	22	0	5	-11	3	-9	15	-31
CN(CCCNC(=O)C1CCN(S(=O)(=O)N2CCC3(CC2)OCCO3)CC1)Cc1ccccc1	-11	19	13	-13	-14	-11	15	-5	2	-14	-9
N#Cc1ccc(C(=O)Nc2ccc3ccccc3c2)cc1	-1	-11	-110	-1	-26	-87	-34	-116	45	-94	-43
CC1CCCC(N2CCN(C(=O)c3ccc([N+](=O)[O-])cc3)CC2)C1 (stereo not drawn)	2	-10	17	-3	-5	6	2	-4	-7	8	5
NS(=O)(=O)c1ccc(NC(=O)CCC(=O)O)cc1	3	-40	4	3	.	-7	-35	-15	7	-11	-19
COc1ccc(-c2cc(C(=O)n3cnc4ccccc43)c3ccccc3n2)cc1	0	6	-32	19	0	-24	-21	-26	41	-22	-53
Cc1cc(C(=O)N2CCC2(C)C(=O)Nc2cccc3ccccc23)nn1C (stereo not drawn)	-4	3	-7	-9	.	-1	10	2	-12	5	8
Cc1ccc2nc(Br)c3c(c2c1)OC(CBr)C3 (stereo not drawn)	-8	5	9	19	8	15	1	14	-6	6	5
O=C(C1=NN(c2ccccc2)C2C(=O)N(c3ccccc3Cl)C(=O)C12)c1ccccc1 (stereo not drawn)	5	-8	1	6	6	-1	-11	-11	3	-26	-7
O=[N+]([O-])c1ccc(O)c(Nc2ncnc3ccccc23)c1	5	6	-36	-5	1	-18	10	-4	5	-13	-3
O=S(=O)(c1ccc2nc(COc3ccc(Cl)cc3Cl)[nH]c2c1)N1CCOCC1	-5	-12	19	-42	-7	-22	11	0	13	0	-16
CCOc1ccc(-c2nnc3ccc(SCC(=O)Nc4nc5ccccc5s4)nn23)cc1	-18	-13	20	18	5	12	-1	4	-7	9	-4
c1ccc(C[C@H]2CN=C(Nc3ccccc3)N2CC2CCCC2)cc1	.	.	.	12	.	-9	-16	15	5	.	-3
COc1cc(/C=N/n2nnnc2N)ccc1OCc1c(C)no[n+]1[O-]	11	-12	-16	-27	-3	12	-23	42	-5	-1	-40
O=C/C(=C\Nc1ccc(Br)cc1)c1nc2ccccc2o1	-16	22	10	11	6	-33	-3	-2	-3	0	-11
CCn1ncc(C(=O)Nc2ccccc2C)c1C	-3	19	9	0	9	-10	-1	-3	-5	-10	-12
CC(=O)c1ccc(NC(=O)Nc2ccc(NS(=O)(=O)c3ccc(C)cc3)cc2)cc1	11	-23	3	20	1	.	-2	9	-5	-10	3
O=C(N/N=C/C(Cl)=C/c1ccc([N+](=O)[O-])cc1)C(=O)Nc1ccccc1C(=O)O	7	-13	8	-2	-6	12	11	3	4	-7	-15

No enrichment for hits. Share with any hit: about 4.2%.
